M4 PAM – human M4 muscarinic receptor positive allosteric modulators, primary screen, CHO-K1 cells, Fluo-8 calcium fluorescence; activation, % at 3 µM; Muscarinic acetylcholine receptor M4 (Homo sapiens), P08173; CHO-K1 hM4/Gqi5, ACh EC20; 0% = ACh EC20, 100% = maximal ACh; hit rate 0.4% among 360,000;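 active means activation above its plate's cutoff, the mean activation of sample wells plus 3 SD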; further: some results filed as inactive read as strong as hits
Target sequence (P08173 whole entry, looked up): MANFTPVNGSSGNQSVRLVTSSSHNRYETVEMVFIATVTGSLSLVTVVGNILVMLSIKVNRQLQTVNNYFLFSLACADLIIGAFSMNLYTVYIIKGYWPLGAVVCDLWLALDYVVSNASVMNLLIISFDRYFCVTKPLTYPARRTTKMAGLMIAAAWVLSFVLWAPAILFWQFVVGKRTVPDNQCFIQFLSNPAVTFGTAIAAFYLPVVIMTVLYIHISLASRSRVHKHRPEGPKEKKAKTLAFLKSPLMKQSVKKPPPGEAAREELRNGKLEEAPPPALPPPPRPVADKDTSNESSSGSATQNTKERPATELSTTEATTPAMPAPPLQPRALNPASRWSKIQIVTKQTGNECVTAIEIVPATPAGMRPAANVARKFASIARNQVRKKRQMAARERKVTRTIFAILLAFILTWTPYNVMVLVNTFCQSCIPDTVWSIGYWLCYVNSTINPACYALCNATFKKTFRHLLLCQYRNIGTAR
CHRM1 PAM – human M1 muscarinic receptor positive allosteric modulators, primary screen, CHO-K1 cells, Fluo-8 calcium fluorescence, 1536-well; activation, % at 3 µM; CHO-K1 hM1, ACh EC20; 0% = ACh EC20, 100% = maximal ACh; Muscarinic acetylcholine receptor M1 (Homo sapiens), P11229; AID 588819, 2011; hit rate 0.088% among 360,000; in the data active means activation above about 19%, passing the limit was not always enough
Target sequence (P11229 whole entry, looked up): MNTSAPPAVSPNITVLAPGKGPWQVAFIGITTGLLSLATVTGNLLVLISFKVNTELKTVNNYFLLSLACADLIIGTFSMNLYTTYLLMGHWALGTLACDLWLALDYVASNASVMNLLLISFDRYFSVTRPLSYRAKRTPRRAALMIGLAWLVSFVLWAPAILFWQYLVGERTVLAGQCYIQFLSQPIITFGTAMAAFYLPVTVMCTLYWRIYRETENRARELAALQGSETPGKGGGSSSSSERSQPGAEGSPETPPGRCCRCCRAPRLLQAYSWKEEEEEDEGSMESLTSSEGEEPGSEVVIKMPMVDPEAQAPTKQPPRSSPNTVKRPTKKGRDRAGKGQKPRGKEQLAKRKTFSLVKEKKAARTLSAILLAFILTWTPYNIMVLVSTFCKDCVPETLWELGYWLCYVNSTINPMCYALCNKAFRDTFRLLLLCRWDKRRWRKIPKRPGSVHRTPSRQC
CHRM5 PAM – human M5 muscarinic receptor positive allosteric modulators, primary screen, CHO-K1 cells, Fluo-8 calcium fluorescence; Muscarinic acetylcholine receptor M5 (Homo sapiens), P08912; CHO-K1 hM5, ACh EC20 PAM; 0% = ACh EC20, 100% = ACh EC100; activation, % at 3 µM; hit rate 0.3% among 360,000;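 active means activation above the run cutoff, the mean activation of all test compounds plus 3 SD, cut at about 18% in these data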
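Assay system – human M5 receptor in CHO-K1 cells · Read-out – % activation, ACh-normalized · Technique – Fluo-8 calcium fluorescence · Dosing – single-point, 3 µM nominal · Incubation – Fluo-8 loading 80 min at 37 °C plus 30 min room temperature · Repeats – singlicate, one well per test compound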
M4 ag – human M4 muscarinic receptor agonists, primary screen, CHO-K1 cells, Fluo-8 calcium fluorescence; Muscarinic acetylcholine receptor M4 (Homo sapiens), P08173; CHO-K1 hM4/Gqi5; vehicle 0%, full acetylcholine response 100%; activation, % at 3 µM; hit rate 0.14% among 360,000; AID 624127, 2012;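 active means activation above the run mean over all test wells plus 3 SD, cut at about 32% in these data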;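 further: peak over basal fluorescence ratio per well then scaled between controls; 0% = DMSO wells and 100% = acetylcholine at EC100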
CHRM5 antagonist – human M5 muscarinic receptor antagonists, primary screen, CHO cells, Fluo-8 calcium fluorescence | AID 624040, 2012 | CHO-hM5 cells, ACh EC80 | Muscarinic acetylcholine receptor M5 (Homo sapiens), P08912 | hit rate 0.59% among 360,000 | inhibition, % at 3 µM;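 active means inhibition above a per-plate cutoff, the mean of that plate's test compounds plus 3 SD, cut at about 27% in these data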;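 further: 0% = acetylcholine EC80 with DMSO and 100% = DMSO without agonist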
CRFBP-R2 agonist – agonists of CRF-BP/CRF-R2 complex, primary screen, cell-based, HEK293, calcium dye fluorescence, uHTS | CRF-binding protein / CRF receptor 2 complex (human) | calcium dye fluorescence (FLIPR); percent of saturating CRF peptide response | activation, % at 13.2 µM | hit rate 0.46% among 350,000 | AID 588473, 2011;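 active means activation of at least 50%, plus an integration ratio under a set limit after plate pattern correction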;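 further: plate controls were neutral control wells without compound for no effect and CRF at EC100 for full effect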
CHRM5 agonist – human M5 muscarinic receptor agonists, primary screen, CHO-K1 cells, Fluo-8 calcium fluorescence. Muscarinic acetylcholine receptor M5 (Homo sapiens), P08912. CHO-K1 hM5 cells; 0% DMSO wells, 100% maximal acetylcholine response. activation, % at 3 µM. hit rate 0.19% among 360,000;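 active means activation above the run's mean over test compounds plus 3 SD, cut at about 23% in these data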;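 further: signal is peak over basal fluorescence ratio across the kinetic read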
M4 antag – human M4 muscarinic receptor antagonists, primary screen, CHO cells, Fluo-8 calcium fluorescence | CHO-hM4 cells, ACh EC80 | inhibition, % at 3 µM | hit rate 0.73% among 360,000 | AID 624125, 2012;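 active means inhibition above its plate's cutoff, the mean inhibition of sample wells plus 3 SD, cut at about 27% in these data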;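 further: 0% = acetylcholine EC80 with DMSO and 100% = DMSO without agonist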
M1 antag – human M1 muscarinic receptor antagonists, primary screen, CHO-K1 cells, Fluo-8 calcium fluorescence, 1536-well. Muscarinic acetylcholine receptor M1 (Homo sapiens), P11229. CHO-K1 hM1, ACh EC80 antagonist. inhibition, % at 3 µM. hit rate 1.3% among 360,000;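 active means percent inhibition above its own plate's cutoff, namely the mean of that plate's compound wells plus 3 SD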;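 further: peak over basal fluorescence ratio during 140 s after agonist addition; 0% = ACh EC80 plus DMSO and 100% = DMSO alone without agonist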
Active calls of the source: *; . = no result given.

item	mol	M4 ag	CRFBP-R2 agonist	M1 antag	CHRM5 agonist	CHRM5 antagonist	CHRM5 PAM	M4 antag	CHRM1 PAM	M4 PAM
1	CC(=O)Nc1ccc(NC(=O)CNC(=O)c2sc3ccccc3c2Cl)cc1	0	-0.8	-5	3	3	1	-8	2	6
2	O=C(N/N=C/c1ccccc1[N+](=O)[O-])C(=O)N1CCCC1	0	0.4	-11	5	4	3	-7	9	12
3	COc1cccc2c(Nc3ccccc3C)cc(C)nc12	1	1.1	14	-1	7	2	8	-6	-6
4	Cc1cccc(C)c1NC(=O)NC1(C(=O)N2CCCC2)CCCCC1	0	-0.6	-2	-1	12	-5	23	0	-12
5	Cc1cc(C)c2c(=O)[nH]n(C(C)C)c2n1	0	-2.0	-9	-3	-1	1	-6	4	9
6	NC(=O)N/N=C/c1cccc(OCc2ccc(F)cc2)c1	8	-1.5	2	3	-6	-1	5	2	6
7	CC(=O)OCC1=C(C(=O)O)N2C(=O)C(NC(=O)CC(C)c3ccccc3)C2SC1 (centres undefined)	1	-0.3	-2	4	4	6	-1	6	7
8	O=C(COc1cccc2ccccc12)N/N=C/c1ccncc1	2	-1.2	-12	2	7	-3	6	9	-4
9	Cc1nn(C)cc1CNC(=O)c1ccccc1Br	0	-1.6	-1	-1	4	2	4	6	2
10	Cc1cc(N=NC(=O)c2ccccc2)ccc1O	1	2.3	2	-1	1	3	0	0	-1
11	CCn1c(C(=O)N2CCCC(C(=O)NCCCc3ccccc3)C2)cc2sccc21 (centres undefined)	15	-0.7	5	2	5	-12	6	-8	-15
12	CCOc1cc(N2CCOCC2)c(OCC)cc1NC(=O)CN1CCCC1	1	-1.6	-1	-2	2	1	1	-4	-4
13	COc1ccc(N2C(=O)C(CC(=O)Nc3ccccc3)N(Cc3ccc(OC)c(OC)c3)C2=O)cc1 (centres undefined)	6	-0.9	-7	-1	8	-5	1	4	-2
14	CCOC(=O)C1=C(C(F)(F)F)Nc2ncnn2C1c1cc(OC)c(OC)cc1OC (centres undefined)	1	-5.5	-11	-2	9	2	-5	11	1
15	CCOC(=O)C1=CNS(=O)(=O)NC1c1ccc(C(=O)OC)cc1 (centres undefined)	-1	-1.3	0	1	-6	1	-2	-6	-2
16	CCOC(=O)/C(C#N)=C1/SC(CC)C(=O)N1c1ccc(C)cc1 (centres undefined)	-1	-1.9	3	-3	-2	5	-13	0	10
17	Cc1cc2cc3c(cc2nc1SCC(=O)Nc1c(C)cccc1C)CCC3	1	0.0	-13	0	10	-10	3	2	-3
18	CC(C)Sc1cc(N2CCCC2)nc(-c2ccccc2Cl)n1	-2	-2.8	1	0	1	-6	-5	-5	3
19	Cn1cccc1CNC1CCCCC1	1	0.9	-29	1	-1	2	-1	12	6
20	CCOC(=O)C1=CN(CC)CCC1=O	1	-1.5	-5	0	-6	2	-2	-1	0
21	CC(C)CCNC(=O)C(=O)NCC1OCCCN1S(=O)(=O)c1cccs1 (centres undefined)	2	1.7	-1	2	-9	7	-1	2	-5
22	OCCN1CCN(c2ncnc3c2ncn3[C@H]2CN(Cc3ccc(F)cc3)C[C@@H](CO)O2)CC1	0	.	-7	0	-8	0	-9	9	5
23	C[N+](C)(C)C(Cc1ccccc1)C(=O)[O-] (centres undefined)	0	-0.5	-11	1	6	-2	-9	4	3
24	Cc1ccccc1C(=O)N=c1ccn(-c2nc3ccccc3nc2NS(=O)(=O)c2ccc(F)cc2)cc1	0	50	-11	0	9	-2	-4	9	-1
25	O=C(NC1CCCCC1)C(c1ccco1)N(CCc1ccccc1)C(=O)C(F)(F)F (centres undefined)	-1	11	10	-1	-1	-6	-5	-6	5
26	Cc1ccccc1NC(=O)c1ccc(COc2ccc3c(C)cc(=O)oc3c2)cc1	4	1.2	2	1	9	-12	8	-4	-7
27	COc1ccc(C(=O)Nc2ccc(Cl)cc2C(=O)NCc2ccco2)cc1OC	8	0.2	13	0	12	-17	0	-2	-3
28	Cc1nnc(SCC(=O)NC(=O)NCCC(C)C)s1	1	-0.5	4	2	0	6	-3	10	3
29	O=C1Nc2ccccc2NC(c2ccc3c(c2)OCO3)=C1N(Cc1ccc(F)cc1)C(=O)c1ccco1	4	.	.	0	8	-3	2	.	-5
30	CCN1C(=O)/C(=C\N2CCCc3ccccc32)SC1=S	-1	3.2	-7	-2	1	-3	2	2	2
31	Cc1ccccc1CNC(=O)c1cc2ccccc2o1	0	-1.8	-2	-8	7	-2	-4	2	-2
32	C[C@H](CO)N1C[C@H](C)[C@@H](CN(C)Cc2ccc(Oc3ccccc3)cc2)Oc2ccc(NC(=O)Cn3cnnn3)cc2C1=O	-1	0.9	-18	-6	6	2	-11	4	3
33	COc1cccc(C(=O)N2CCCc3ccccc32)c1OC	0	2.6	-14	0	0	-3	-7	8	1
34	COC(=O)c1[nH]c2ccccc2c1NC(=O)CN1CCC(C(N)=O)(N2CCCCC2)CC1	9	1.9	7	1	0	-10	2	-6	-6
35	Nc1c(N2CCCCC2)c(=O)[nH]c(=O)n1-c1ccccc1	0	-0.4	-1	-2	0	-2	9	7	8
36	O=C(/C=C/c1ccc(OC(F)F)cc1)OCC(=O)N1CCC(c2ccccc2)=N1	1	3.2	-5	0	-2	1	-7	1	5

Reformatted: results already given
#33 COc1cccc(C(=O)N2CCCc3ccccc32)c1OC
#34 COC(=O)c1[nH]c2ccccc2c1NC(=O)CN1CCC(C(N)=O)(N2CCCCC2)CC1

| Compound | 33 | 34 |
| --- | --- | --- |
| M4 ag | 0 | 9 |
| CRFBP-R2 agonist | 2.6 | 1.9 |
| M1 antag | -14 | 7 |
| CHRM5 agonist | 0 | 1 |
| CHRM5 antagonist | 0 | 0 |
| CHRM5 PAM | -3 | -10 |
| M4 antag | -7 | 2 |
| CHRM1 PAM | 8 | -6 |
| M4 PAM | 1 | -6 |

(further entries)
item	mol	M4 ag	CRFBP-R2 agonist	M1 antag	CHRM5 agonist	CHRM5 antagonist	CHRM5 PAM	M4 antag	CHRM1 PAM	M4 PAM
37	O=C(Cc1ccccc1Cl)N1CCN(c2ncccn2)CC1	3	-0.8	-2	-2	-1	-5	-14	6	11
38	CCOc1ccccc1NC(=O)C(OC(=O)c1ccccc1)c1ccccc1 (centres undefined)	-1	-0.2	7	0	6	-1	8	-7	-4
39	CC1=NCCN1S(=O)(=O)c1ccc(Br)c(C)c1	0	1.3	-8	-1	-2	2	12	9	3
40	Cc1nn(C)cc1/C=C/C(=O)c1ccccc1	1	-2.3	6	1	-1	-1	0	2	5
41	O=C(c1ccc2nsnc2c1)N1CCN(c2ccc([N+](=O)[O-])cc2)CC1	6	-2.0	-1	2	-11	-2	-8	-8	7
42	COc1ccc(CN(CCC(C)C)S(=O)(=O)c2ccccc2Br)cc1	-2	4.7	-2	-1	1	-2	1	-2	-6
43	CCCCCn1cnc2sc(CC)cc2c1=O	-1	-0.4	-2	0	-12	6	-1	5	3
44	COc1ccc(/C=C/C(=O)c2sc(-c3ccccc3)nc2C)cc1	-2	3.5	0	-1	0	-1	1	4	-5
45	COc1cc(C(=O)NCCN=C2NS(=O)(=O)c3ccccc32)cc(OC)c1OC	1	1.9	-12	-3	3	-3	-25	5	8
46	O=C(c1cccs1)N1CCCN(c2ncnc3scc(-c4ccccc4)c23)CC1	3	0.9	-5	6	-8	2	-5	6	-1
47	Cc1cc(Br)ccc1NC(=O)CNC(=O)COc1ccccc1C	1	0.3	9	0	-5	5	4	-3	12
48	O=C(O)CSCc1nc2cccnc2n1C1CCCCC1	1	1.5	-20	-3	9	6	1	17	-8
49	CCc1ccc(NC(=O)c2cccc(C(=O)Nc3ccc(CC)cc3)n2)cc1	0	0.1	-3	-5	16	-4	6	2	11
50	O=C(NCc1ccc(F)cc1)C1CCN(S(=O)(=O)c2cccnc2)CC1	1	20	6	-4	-4	3	4	0	-2
51	COc1ccc(/C=C/C(=O)Nc2ccccc2)cc1OC	2	1.0	-8	-7	5	11	-11	8	2
52	CCCCn1c2c(c3ccccc31)CCc1nonc1-2	0	1.8	-7	-1	9	-3	-2	3	0
53	COc1ccc(C(C)(O)c2nc(-c3ccccc3OC)cs2)cc1 (centres undefined)	1	.	2	1	13	1	-3	-1	-2
54	CC1(C)CC(=O)C(C(C2=C(O)CC(C)(C)CC2=O)c2cccc(O)c2)C(=O)C1 (centres undefined)	1	-0.3	4	-1	1	-1	0	-3	1
55	COc1cc(O)c2c(c1)COC2=O	0	-0.5	10	-2	3	-3	6	-7	3
56	O=C(Nc1cccnc1)C1CC(c2ccccc2O)=NO1 (centres undefined)	2	1.7	-2	1	6	-4	-4	8	2
57	CCc1nc2ccc(C(=O)Nc3cc(-c4ccccc4)ccc3OC)cn2c1N(C=O)CCC(C)C	1	.	-12	1	7	-4	-5	13	6
58	Cc1ccccc1-c1ccc(CN2C(C)C(=O)N(Cc3cn(Cc4ccco4)nn3)CCS2(=O)=O)cc1 (centres undefined)	0	.	-1	0	-1	7	-2	4	5
59	Cn1c(=O)c2cc(NC(=S)NCc3ccccc3F)ccc2n1C	1	.	-20	0	-2	-3	-23	7	3
60	COCCSc1ccccc1C(=O)Nc1ccc([N+](=O)[O-])cc1OC	1	-1.1	-4	-6	3	2	-14	4	0
61	Cc1cc2oc(=O)cc(CN3CCCCC3)c2cc1C	1	-5.8	-4	-3	11	3	7	5	-2
62	COc1ccc(NC(=O)CSc2ccccn2)cc1OC	1	-1.0	-5	2	-2	-2	-2	7	0
63	O=C(COC(=O)c1ccccc1NC(=O)c1ccco1)NC1CCCCC1	2	-0.8	-4	-2	1	-4	5	1	6
64	O=C(N/N=C/c1ccccc1Cl)c1ccc(F)cc1	1	0.2	-8	2	2	-1	1	3	9
65	COCc1cccc(-c2csc(C(C)(O)c3ccc(OC)cc3)n2)c1 (centres undefined)	6	.	2	1	5	-5	5	-7	-6
66	COC(=O)c1ccccc1C(=O)N1CC(O)CO1 (centres undefined)	1	-3.1	-7	-4	-8	2	-9	5	0
67	Cc1cccc(C2=N/C(=C\c3cccs3)C(=O)O2)c1	0	-0.1	-1	-3	-16	-1	-15	-1	3
68	Cc1c(NC(=O)C(C)OC(=O)c2cccs2)c(=O)n(-c2ccccc2)n1C (centres undefined)	1	1.7	0	-3	-4	1	6	5	-5
69	Cc1c(Cl)cccc1NC(=O)NNC(=O)CCc1ccccc1	0	-1.9	-7	-1	3	5	7	6	0
70	Cc1cccc(/C=N/n2c(C3CCCCC3)n[nH]c2=S)c1	0	0.0	-10	-2	9	0	7	5	0
71	Cc1ccc(NC(=O)CC2CCCC2)c(Br)c1	1	0.5	-15	-3	5	2	1	10	3
72	O=C(Nc1nnc(C2=COCCO2)o1)c1ccc(Cl)cc1	0	-2.0	-9	-1	-5	6	-3	4	5
73	CCCCNC(=O)CN(Cc1ccco1)S(=O)(=O)c1ccc(C(C)=O)cc1	7	0.0	-5	2	3	-9	1	6	2

Compound activity from PubChem BioAssay.
